Assay outcomes: PubChem BioAssay, Johns Hopkins Ion Channel Center
KCNK3 inh: human KCNK3 channel inhibitors, primary screen, CHO cells, FluxOR thallium flux, B-score. Potassium channel subfamily K member 3 (Homo sapiens), O14649. FluxOR fluorescence; hits give low values. B-score at 10 µM. 0.84% of 340,000 active. AID 602410, 2012;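 active = B-score under library mean minus 4 SD, starting fluorescence ratio at most library mean plus 5 SD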;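 note: more negative B-score means stronger inhibition of thallium flux through KCNK3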
Target sequence (O14649 whole entry, looked up): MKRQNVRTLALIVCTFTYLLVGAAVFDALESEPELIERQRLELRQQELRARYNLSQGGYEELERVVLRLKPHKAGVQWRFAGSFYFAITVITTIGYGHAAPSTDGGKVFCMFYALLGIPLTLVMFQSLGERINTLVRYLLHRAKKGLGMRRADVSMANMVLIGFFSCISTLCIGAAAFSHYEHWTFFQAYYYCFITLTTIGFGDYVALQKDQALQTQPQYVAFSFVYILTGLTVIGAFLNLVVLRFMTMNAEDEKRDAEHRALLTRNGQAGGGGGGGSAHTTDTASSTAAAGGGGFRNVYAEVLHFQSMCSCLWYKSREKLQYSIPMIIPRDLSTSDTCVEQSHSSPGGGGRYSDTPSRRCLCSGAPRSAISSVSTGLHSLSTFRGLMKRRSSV
ANO1 activ: TMEM16A chloride channel activators or potentiators, primary screen, cell-based, HTS | Anoctamin-1 (Mus musculus), Q8BHY3 | HEK293 TMEM16A/YFP-H148Q/I152L, iodide quench fluorescence; hits give low values | B-score at 10 µM | 0.3% of 340,000 active | AID 623877, 2012;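 active = fluorescence-ratio B-score plate-corrected deviation score at least 3 library SD below zero, with starting fluorescence score within 5 deviations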;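 note: channel opened by trigger with iodide after compound preincubation; score built on the fluorescence ratio of max minus min over baseline; more negative score means more quench and so TMEM16A activation or potentiation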
Calls only; i = inactive. These rows are one share of the data; count on the stated rates, not on these rows.

SMILES | KCNK3 inh | ANO1 activ
CSc1nc(Cl)c(Br)c(Nc2c[nH]c(=O)[nH]c2=O)n1 | i | i
CCOc1ccccc1N1CC(C(=O)N(CC)C2CCS(=O)(=O)C2)CC1=O (configuration not stated) | i | i
Nc1nnnn1-c1cccc([N+](=O)[O-])c1 | i | i
COc1cc(CC(=O)N(CC(C)C)C2CCS(=O)(=O)C2)cc(OC)c1OC (configuration not stated) | i | i
Cc1ccc(OCC(=O)O)c(O)c1 | i | i
O=S(=O)(Nc1ccc(-n2cnnn2)cc1)c1ccccc1F | i | i
O=C(CN1C(=O)NC2(CCCC2)C1=O)NCc1ccco1 | i | i
CSc1nc(O)c(Nc2ccccc2)c(=O)[nH]1 | i | i
O=C1NC[C@H](c2ccccc2)OC(=O)[C@@H](Cc2ccc(F)cc2)CC/C=C/C[C@H]1CC(=O)N(CCO)Cc1ccccc1 | i | i
Cc1ccc2c(c1C)NC(=O)C21N2CCCC2C(C(=O)c2ccc3ccccc3c2)C12C(=O)Nc1ccccc12 (configuration not stated) | i | i
CC(=O)c1sc2c(c1OC(=O)c1ccccc1)c(=O)n(-c1ccccc1)c(=S)n2-c1ccccc1 | i | i
COc1ccc(C(=O)OCC(=O)Nc2cccc(S(=O)(=O)NC3=NCCCCC3)c2)cc1[N+](=O)[O-] | i | i
O=C(c1cc(C2CC2)nn1-c1ccccc1)N1CCN(Cc2ccc(Cl)cc2)CC1 | i | i
Cc1ccc(S(=O)(=O)N2CCN(Cc3cc4c(cc3Br)OCCO4)CC2)cc1 | i | i
O=C(CN1C(=O)c2ccccc2S1(=O)=O)Nc1cccc(S(=O)(=O)N2CCCCC2)c1 | i | i
COc1ccc(-c2c(-c3ccccc3)n(C)c3ccccc23)cc1 | i | i
Cc1ccc(C(=O)NCC(=O)NCC(c2cccs2)N(C)C)cc1C (configuration not stated) | i | i
Cc1ccc(C2=NN=C(NC(=O)C(F)(F)F)SC2)cc1 | i | i
CC(=O)N1CCCC1C(=O)O (configuration not stated) | i | i
CCc1cccc(NC(=O)CC2SC(N3CCCC3)=NC2=O)c1 (configuration not stated) | i | i
Cc1cc2c(c(C)c1Br)C(c1ccc3c(c1)OCO3)CC(=O)O2 (configuration not stated) | i | i
COc1ccc(C2=NOC(Cn3nc(-c4ccccc4)cc3C(=O)NCc3ccc(C)cc3)C2)cc1 (configuration not stated) | i | i
Cc1ccc(CSc2nnc(-c3cccc4ccccc34)o2)cc1 | i | i
C[C@H]1CN([C@@H](C)CO)C(=O)c2cccc(NC(=O)C3CC3)c2O[C@H]1CN(C)Cc1ccc(C(F)(F)F)cc1 | i | i
O=C(COC(=O)CCC(=O)N1CCOCC1)Nc1ccc(Br)cc1Br | i | i

Part of the list above in order of formula weight, descending.
SMILES | KCNK3 inh | ANO1 activ
C[C@H]1CN([C@@H](C)CO)C(=O)c2cccc(NC(=O)C3CC3)c2O[C@H]1CN(C)Cc1ccc(C(F)(F)F)cc1 | i | i
Cc1cc2c(c(C)c1Br)C(c1ccc3c(c1)OCO3)CC(=O)O2 (configuration not stated) | i | i
Cc1ccc(C(=O)NCC(=O)NCC(c2cccs2)N(C)C)cc1C (configuration not stated) | i | i
CCc1cccc(NC(=O)CC2SC(N3CCCC3)=NC2=O)c1 (configuration not stated) | i | i
CSc1nc(O)c(Nc2ccccc2)c(=O)[nH]1 | i | i
CC(=O)N1CCCC1C(=O)O (configuration not stated) | i | i

(more compounds)
SMILES | KCNK3 inh | ANO1 activ
C/C=C/c1ccc(OCC(=O)NNC(=O)CN(C)S(=O)(=O)c2ccc(C)cc2)c(OC)c1 | i | i
Cc1cc(C)c(N)cc1C | i | i
CCCCCCCCOc1ccc(C(=O)O)cc1 | i | i
O=C(Nc1nc(-c2ccco2)c(-c2ccco2)s1)c1ccc(F)cc1F | i | i
COc1cc(OC)cc(C(=O)NCC(=O)NCC(c2ccco2)N2CCCCC2)c1 (configuration not stated) | i | i
CCCn1c(N)c(C(=O)COC(=O)c2cccc(S(=O)(=O)N3CCOCC3)c2)c(=O)[nH]c1=O | i | i
CCC(CO)Oc1cc(NCc2ccc(O)cc2)c2ncn(C(C)C)c2c1 (configuration not stated) | i | i
Cc1nn(C)c(C)c1NC(=O)CSc1nc(-c2ccccc2F)nc2c1cnn2-c1ccccc1 | i | i
CC(OC(=O)Cn1cc(C(F)(F)F)ccc1=O)C(=O)NC(C)c1ccc(Cl)cc1Cl (configuration not stated) | i | i
COc1ccccc1NC(=O)c1ccc(NC(=O)COC(=O)c2cccnc2Cl)cc1 | i | i
O=C(Cn1ccc(NC(=O)OCc2ccccc2)nc1=O)NCCCn1ccnc1 | i | i
CC[n+]1c(/C=C/c2c[nH]c3ccccc23)ccc2cc(C)ccc21 | i | i
Cc1ccc(NC(=O)C2CCN(S(=O)(=O)c3ccc(C(C)(C)C)cc3)CC2)cc1S(=O)(=O)N1CCOCC1 | i | i
O=C(NCc1ccccc1Cl)[C@@H]1CCCN1S(=O)(=O)c1ccc(Cl)cc1 | i | i
COc1ccc(C(=O)NCC(C)(C)N2CCOCC2)cc1S(=O)(=O)NCc1ccc(Cl)cc1 | i | i
Cc1ccc(S(=O)(=O)N2CCN(CC(=O)N3CCCC3)CC2)c(C)c1 | i | i
CC(=O)Nc1cccc2cc(O)ccc12 | i | i
C=CC[C@@H](CC(=O)NCCO)C(=O)N[C@H](C)COC(=O)[C@@H](CC=C)Cc1ccc(F)cc1 | i | i
CC(C)NC(=O)N(C)C[C@H]1Oc2c(NC(=O)Cc3ccccc3)cccc2C(=O)N([C@H](C)CO)C[C@@H]1C | i | i
Cc1nnc(NC(=O)c2ccc(S(=O)(=O)N(C)c3ccccc3)cc2)s1 | i | i
O=C(Nc1ccc(OC(F)(F)F)cc1)C1CCCCN1S(=O)(=O)c1ccccc1 (configuration not stated) | i | i
O=c1[nH]cnc2c1ncn2-c1ccc(Cl)cc1 | i | i
CCOCCCn1c(SCC(=O)Nc2oc(C)c3c(C)n[nH]c(=O)c23)nc2ccccc2c1=O | i | i
Cn1c(N)c(C(=O)COC(=O)/C=C/c2ccc(Cl)c(Cl)c2)c(=O)n(C)c1=O | i | i
Cn1c2ccccc2c(=O)c2c(=O)n(-c3ccc(F)cc3)c(C3CCCCC3)nc21 | i | i

Given with the structure last: entries from further up
KCNK3 inh | ANO1 activ | canonical_smiles
i | i | Cc1cc(C)c(N)cc1C
i | i | C=CC[C@@H](CC(=O)NCCO)C(=O)N[C@H](C)COC(=O)[C@@H](CC=C)Cc1ccc(F)cc1
i | i | O=C(Nc1nc(-c2ccco2)c(-c2ccco2)s1)c1ccc(F)cc1F
i | i | COc1cc(OC)cc(C(=O)NCC(=O)NCC(c2ccco2)N2CCCCC2)c1 (configuration not stated)

Further records:
SMILES | KCNK3 inh | ANO1 activ
CC(=O)c1cccc(NC(=O)C(C)OC(=O)c2cccc(S(=O)(=O)N3CCN(C)CC3)c2)c1 (configuration not stated) | i | i
O=C1CCCN1CCc1cccc2ccccc12 | i | i
COc1cc(S(=O)(=O)N2CCN(Cc3cccs3)CC2)ccc1NC(C)=O | i | i
O=C(Cc1ccccc1)c1ccccn1 | i | i
COc1ccccc1NC(=O)C(C)Sc1nnc2ccccn12 (configuration not stated) | i | i
CC(C)CC(=O)N1CC=CC[C@@H](c2ccc(Cl)cc2)N(Cc2ccc(Cl)cc2)C(=O)[C@@H]1Cc1ccccc1 | i | i
Cc1cc(C(C)(C)C)c(OC(=O)[C@@H]2OC(c3ccccc3)=C[C@H]2c2ccccc2)c(C(C)(C)C)c1 | i | i
CS(=O)(=O)Cc1ccc(C(=O)NNC(=O)c2cc(-c3ccccc3)n[nH]2)cc1 | i | i
COc1cccc(CC(NC(C)=O)C(=O)NC2CCN(c3c4c(nc5ncnn35)CCC4)CC2)c1 (configuration not stated) | i | i
CC(Sc1nnc(COc2ccc(Cl)cc2)n1Cc1ccco1)C(=O)N1CCNC1=O (configuration not stated) | i | i
NCC1CCN(c2nc3ccccc3c3c2CCCC3)CC1 | i | i
COc1cc2cncc(Cc3ccccc3)c2cc1O | i | i
Cc1ccc(NC(=O)c2nc[nH]c2C(=O)N2CCc3ccccc3C2)cc1 | i | i
CC[C@@]1(C(=O)OC)N[C@H](CN(C)C(=O)Nc2ccc(Cl)cc2)[C@@H]2C(=O)N(C)C(=O)[C@@H]21 | i | i
CC(C)[C@H](NC(=O)c1cccc(S(=O)(=O)N2CCOCC2)c1)C(=O)NCc1ccc(F)cc1 | i | i
COc1ccc(S(=O)(=O)N(C)C[C@H]2Oc3c(NS(=O)(=O)c4cn(C)cn4)cccc3C(=O)N([C@H](C)CO)C[C@@H]2C)cc1 | i | i
Oc1c(CN2CCOCC2)cc(CN2CCOCC2)c(O)c1O | i | i
CSc1ccc(S(=O)(=O)NCC(=O)OCC(=O)N(C)CC(=O)Nc2ccc(F)cc2)cc1[N+](=O)[O-] | i | i
CCSCc1nc2ccccn2c1Br | i | i
CCCCOc1ccc(SCCCN2CCOCC2)cc1 | i | i
N#Cc1ccccc1COC(=O)c1ccc2c(c1)OCCO2 | i | i
CCCc1cc(=O)[nH]c(SCC(=O)NC2CC2)n1 | i | i
O=Nc1c2cc3ccccc3[nH]c-2c2ccccc12 | i | i
Oc1ccc2ccccc2c1CNc1ccc2ccccc2c1 | i | i
COc1ccccc1N1CC(C(=O)Nc2ccc(S(=O)(=O)N3CCCC3)cc2)CC1=O (configuration not stated) | i | i
Further records.
SMILES | KCNK3 inh | ANO1 activ
NC(=O)c1ccnc2c(O)cccc12 | i | i
COc1cccc(-c2ccc3ncnc(NCc4cccs4)c3c2)c1 | i | i
CC(=O)c1cccc(S(=O)(=O)N2CCn3cccc3C2C)c1 (configuration not stated) | i | i
Cc1ccc(CNC(=O)CNC(=O)c2ccc(C(C)(C)C)cc2)n1C | i | i
CCOc1cc(NCc2ccccc2)c2ncn(C(C)C)c2c1 | i | i
COc1ccc(OCC(=O)OCC(=O)Nc2ccc3[nH]c(=O)[nH]c3c2)cc1 | i | i
CCOc1ccc(CCNC(=O)c2cccc(-n3cnnn3)c2)cc1OCC | i | i
O=C(Nc1cc(S(=O)(=O)N2CCCCC2)ccc1N1CCOCC1)c1ccc(C(F)(F)F)cc1 | i | i
CCOc1ccc(CN(C)C(=O)c2cccc(S(=O)(=O)N3CCCC3)c2)cc1OC | i | i
COc1cc(CC(=O)OCC(=O)Nc2ccc(N(C)C)cc2)cc(OC)c1OC | i | i
CCN(CC(=O)NCc1cccs1)C(=O)c1ccc(Cl)c(Cl)c1 | i | i
N#Cc1cccnc1N1CCN(C(=O)c2cccc3c2C(=O)c2ccc(-c4ccc(Cl)c(C(F)(F)F)c4)cc2S3(=O)=O)CC1 | i | i
COCCn1c(C)cc(C(=O)COC(=O)c2cccnc2SC)c1C | i | i
CN(CC(=O)Nc1ccc(F)c(F)c1F)C(=O)c1n[nH]c(=O)c2ccccc12 | i | i
C[C@H](CO)N1C[C@H](C)[C@@H](CN(C)CC2CCCCC2)Oc2c(NS(=O)(=O)c3cn(C)cn3)cccc2C1=O | i | i
CCC(C)c1ccccc1N1CC(C(=O)N2CCN(c3ccccc3)CC2)CC1=O (configuration not stated) | i | i
COc1ccccc1NCC(=O)NC(=O)NC1CCCCC1 | i | i
O=C1OCCN1C(=O)[C@H]1[C@H](c2ccc([N+](=O)[O-])cc2)C(c2ccc(F)cc2)=NN1c1ccc(Br)cc1 | i | i
CCNS(=O)(=O)c1ccc(Br)c(C(=O)OC(C)C(=O)NCC2CCCCC2)c1 (configuration not stated) | i | i
O=C(O)C12C3CCC(O3)C1(C(=O)O)C1CCC2O1 (configuration not stated) | i | i
CCOc1ccc2c(c1)C(=NNC(=O)c1ccccn1)c1cc(OCC)ccc1-2 | i | i
CC(C)NC(=O)N(C)C[C@H]1Oc2ccc(NC(=O)C3CC3)cc2C(=O)N([C@H](C)CO)C[C@@H]1C | i | i
COC(=O)c1ccc(-n2c(C)cc(C(=O)COC(=O)C3=COCCO3)c2C)cc1 | i | i
Cc1ccc(CNC(=O)C(N=C2NS(=O)(=O)c3ccccc32)C(C)C)cc1 (configuration not stated) | i | i
COc1ccccc1C(=O)NCCC(=O)N1CCN(C(=O)c2ccco2)CC1 | i | i

Reprinted from the part before: two entries, followed by the next part.
SMILES | KCNK3 inh | ANO1 activ
Cc1ccc(CNC(=O)C(N=C2NS(=O)(=O)c3ccccc32)C(C)C)cc1 (configuration not stated) | i | i
COc1ccccc1C(=O)NCCC(=O)N1CCN(C(=O)c2ccco2)CC1 | i | i
CCOc1ccc2oc(C(=O)N(CC)CC(=O)Nc3ccc(NC(C)=O)cc3)c(C)c2c1 | i | i
COc1cc2c(cc1OC)CN(C(=O)c1cc(C3CC3)nn1-c1ccccc1)CC2 | i | i
O=C(c1cccc(S(=O)(=O)Nc2ccc(F)cc2)c1)N1CCC1 | i | i
C=CCOc1ccc(Br)cc1/C=C1/SC(=Nc2ccc(C(=O)O)cc2)NC1=O | i | i
C[C@H](CO)N1C[C@H](C)[C@@H](CN(C)Cc2ccc(Cl)c(Cl)c2)Oc2ccc(NC(=O)Cn3cnnn3)cc2C1=O | i | i
COc1cccc(/C=C/C(=O)OCC(=O)N2CCN(c3ccccc3)CC2)c1 | i | i
CC1CCCN(C(=O)CN2C(=O)NC3(CCCCC3C)C2=O)C1 (configuration not stated) | i | i
O=C(COc1ccc(Br)cc1CO)Nc1ccc(S(=O)(=O)N2CCCCC2)cc1 | i | i
CC(=O)Nc1ccc(S(=O)(=O)NN=Cc2ccc(Cl)c(Cl)c2)cc1 | i | i
